# From PubChem
# P. falciparum M1AAP: P. falciparum M1AAP inhibitors, biochemical, fluorogenic H-Leu-NHMec substrate, 1536-well (AID 1445). actives 0.42% (n = 220,000). recombinant M1AAP, H-Leu-NHMec fluorogenic kinetic assay; higher % means a stronger effect. inhibition, % at 30 µM; hits with a dose series show IC50 in µM;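 active = primary inhibition above the hit cutoff, then over 50% inhibition at one or more dose response concentrations, cut at about 23% in these data, passing the limit was not always enough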;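 note: plate controls were DMSO full reaction for no effect and no enzyme background for full effect; strong numbers were not always called active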
# XIAP displacement: small molecules displacing peptide from XIAP – biochemical, IAP family, fluorescence polarization (AID 1018); displacement, % at 20 µM, or IC50 in µM where a hit was titrated; XIAP BIR domain, fluorescence polarization peptide displacement; higher % means a stronger effect; actives 0.007% (n = 200,000); in the data active = displacement above about 50%; note: a part of the inactive calls stands beside numbers as strong as those of hits
# Lipid droplet: modulators of hepatic lipid droplet formation | actives 0.4% (n = 240,000) | AID 1656 | AML12 mouse hepatocytes, oleate lipid droplets, BODIPY imaging | inhibition, % at 6.5 µM;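 active = lipid droplet intensity inhibited by at least 50%, with more than 500 cells counted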
#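 Test system: AML12 hepatocytes (mouse); reagent: oleate loading, 100 µM; dosing: one dose, 6.5 µM compound; incubation: overnight exposure; signal: fluorescence imaging, 20x objective, two fields per well; read-out basis: % inhibition of corrected integrated BODIPY droplet signal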
# PMI inhibition: human PMI inhibitors, high substrate, primary screen, biochemical, fluorescence intensity, high mannose 6-phosphate (AID 1220) | inhibition, % at 20 µM, or IC50 in µM where a hit was titrated | actives 0.66% (n = 190,000) | recombinant PMI enzyme, coupled fluorescence intensity; higher % means a stronger effect
# K1F lysis inhibition: inhibition of K1F phage lysis, E. coli UTI89, bacterial capsule biogenesis inhibitors, alamar blue (AID 488966); E. coli UTI89 K1F phage lysis, alamar blue, 2 h; higher % means a stronger effect; inhibition, % at 100 µM; hits with a dose series show IC50 in µM; actives 0.02% (n = 340,000);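 active = phage lysis inhibition, versus mean bacterial control, above a set limit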;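 note: capsule biogenesis inhibitors block K1F phage lysis so surviving cells raise fluorescence; higher fluorescence means more inhibition of phage lysis; actives were called in the ten point dose series up to 300 µM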
# TNAP activation fold: human TNAP enzyme activators, primary screen, biochemical, luminescent, no phosphate acceptor, uHTS (AID 1001). purified TNAP, luminescent activation assay, no phosphate acceptor; higher activation fold means a stronger effect. actives 0.03% (n = 200,000). activation fold at 20 µM, or EC50 in µM where a hit was titrated; in the data active = activation fold from about 3, or a potency from the dose series; inactive = the rest, 99 in 100 with activation fold below about 1.6; note: many of its hits are not listed in these tables
# Siah-1 displacement: Siah-1 peptide-binding antagonists, primary screen, biochemical, fluorescence polarization, rhodamine-plectin, uHTS (AID 1817); displacement, % at 20 µM, or IC50 in µM where a hit was titrated; actives 0.02% (n = 290,000); Siah-1 / rhodamine-plectin peptide fluorescence polarization; higher % means a stronger effect;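 active = displacement of at least 50% at 20 µM, with a fluorescence ratio check between 0.3 and a set limit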;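 note: plate controls were Siah plus tracer with DMSO for no effect and tracer alone without Siah for full effect; strong numbers were not always called active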
# PMI inhibitors: MPI enzyme activity inhibition – biochemical, fluorescence intensity, coupled assay, primary screen (AID 1209) | purified PMI enzyme, coupled fluorescence intensity; higher % means a stronger effect | one-dose inhibition, % at 20 µM; IC50 in µM for titrated hits | actives 0.42% (n = 190,000);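 note: plate controls were DMSO vehicle for no effect and wells lacking substrate for full effect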
# M17LAP inhibition: P. falciparum M17LAP inhibitors, primary screen, biochemical, fluorogenic H-Leu-NHMec substrate, 1536-well (AID 1619); recombinant M17LAP, H-Leu-NHMec fluorogenic kinetic assay; higher % means a stronger effect; one-dose inhibition, % at 30 µM; IC50 in µM for titrated hits; actives 0.38% (n = 220,000);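 active = compound inhibiting the enzyme by more than half at any dose during confirmatory dose-response retesting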;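 note: plate controls were full reaction with DMSO carrier for no effect and no enzyme background for full effect; strong numbers were not always called active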
# Lipid droplet cells 6.5 µM: recorded beside Lipid droplet, whose call it bears; cell count; measured here: cell count, cytotoxicity flag;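 cells counted across two imaged fields per well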
# Numbers without * were called inactive; x = not tested or not shown; [ ] = dose if it differs, or a comment. Cut-off read from the data, not from the text of the source, unless noted: active = inhibition above about 50%; inactive = the rest.
# The first three entries (preview)
# The line under a structure holds: P. falciparum M1AAP, XIAP displacement, Lipid droplet, Lipid droplet cells 6.5 µM, PMI inhibition, K1F lysis inhibition, TNAP activation fold, Siah-1 displacement, PMI inhibitors, M17LAP inhibition
Cc1cc(C)c(S(=O)(=O)N(C2=NCCS2)S(=O)(=O)c2c(C)cc(C)cc2C)c(C)c1
 : -3%, -5.9%, -32, 719, 2%, 0.2%, 0.9, -2%, 2%, 14%
O=C(Cc1cccs1)Nc1nnc(CCc2ccccc2)s1
 : 4%, -3.1%, -3, 724, 2%, -0.1%, 1, -8%, -3%, -3%
N#Cc1c(/N=C/c2ccco2)sc2c1CCC2
 : 9%, 13%, 2, 744, 12%, 0.6%, 1, -4%, 13%, -3%

# This part in full (from the top)
# The line under a structure holds: P. falciparum M1AAP, XIAP displacement, Lipid droplet, Lipid droplet cells 6.5 µM, PMI inhibition, K1F lysis inhibition, TNAP activation fold, Siah-1 displacement, PMI inhibitors, M17LAP inhibition
Cc1cc(C)c(S(=O)(=O)N(C2=NCCS2)S(=O)(=O)c2c(C)cc(C)cc2C)c(C)c1
 : -3%, -5.9%, -32, 719, 2%, 0.2%, 0.9, -2%, 2%, 14%
O=C(Cc1cccs1)Nc1nnc(CCc2ccccc2)s1
 : 4%, -3.1%, -3, 724, 2%, -0.1%, 1, -8%, -3%, -3%
N#Cc1c(/N=C/c2ccco2)sc2c1CCC2
 : 9%, 13%, 2, 744, 12%, 0.6%, 1, -4%, 13%, -3%
N#Cc1c(-c2cccc(Br)c2)cc(-c2cccnc2)nc1N
 : 5%, 0.7%, -1, 589, 6%, 0.8%[50 µM], 1, -4%, 7%, -5%
CCOC(=O)c1sc(NC(NC(=O)c2ccco2)(C(=O)OC)C(F)(F)F)nc1C (stereo not given)
 : -5%, 0.9%, x, x, 5%, 8.7%, 1.1, -1%, 11%, 16%
Cn1ccnc1SCc1cc(=O)[nH]c2ccccc12
 : 3%, -1.4%, 0, 652, 15%, 0.3%, 1.1, 2%, 12%, 4%
CCOC(=O)CC1ON(C)C(=O)N1c1ccc([N+](=O)[O-])cc1 (stereo not given)
 : -2%, -4.0%, 7, 703, 8%, 0.5%, 1, -4%, 11%, 11%
O=C(CSc1ncc(-c2ccc(F)cc2)[nH]1)Nc1cccc(O)c1
 : 6%, -0.8%, -3, 729, 4%, 0.3%, 1.1, -5%, 32%, 0%
O=c1nc(/C=C/c2ccc(-c3ccc(F)cc3)o2)cc(C(F)(F)F)[nH]1
 : 28%*, 6.3%, 3, 744, 5%, 1.3%[50 µM], 1.2, 1%, 6%, 11%
O=C(Cn1nnc(-c2ccccc2)n1)N1CCN(c2ccc(F)cc2)CC1
 : 0%, -6.0%, -4, 683, -5%, 0.3%, 1.1, 2%, -10%, 1%
CCNC(=S)NCCN1CCOCC1
 : 1%, -4.0%, 8, 592, -14%, 1.9%, 1.2, 4%, -5%, -1%
CCc1cc2ccc(C)cc2nc1SCC(=O)N1CCN(C(=O)c2ccco2)CC1
 : 15%, -5.2%, -2, 728, -8%, 0.0%, 1, 0%, 0%, 20%
CCCCN1Cc2cc(C(=O)c3cc(F)ccc3O)cnc2NC1=O
 : 8%, -1.8%, x, x, 13%, -0.1%, 1.1, -1%, 5%, 0%
COc1ccc(-c2coc3cc(O)cc(O)c3c2=O)cc1
 : 6%, -6.0%, -5, 735, -10%, 4.4%, 1.1, 7%, -7%, 25%
Cc1ccc(CN(CC(=O)NCCc2ccccc2)C(=O)CCCC(=O)Nc2cc(C)on2)cc1
 : 8%, -4.7%, 6, 741, 5%, 1.8%, 1.1, 0%, 6%, 12%
OCCN1CCN(Cc2nc(-c3cccc(Cl)c3)no2)CC1
 : 9%, -3.9%, -19, 651, -5%, 0.2%, 1.1, 10%, 6%, 2%
Cc1ccc(Cl)cc1N1CCN(S(=O)(=O)c2ccc3[nH]c(=O)c(=O)[nH]c3c2)CC1
 : 10%, -1.7%, 27, 746, 13%, -1.0%, 1.7, 2%, 0%, 1%
O=C(CCSCc1cccc(Cl)c1)NCCc1ccc(Cl)cc1
 : 4%, -13%, 9, 627, 17%, -1.4%, 1, 12%, 19%, 1%
CCc1nc(N)c(C#N)c(-c2ccccc2OC)c1C
 : 3%, -11%, -12, 701, 5%, 0.1%, 1.1, 0%, 12%, -2%
COc1ccc(C2NC(=O)CS2)cc1OC (stereo not given)
 : -5%, -3.8%, x, x, -8%, 5.9%, 1.1, 1%, -18%, -2%
CCn1c(SCC(=O)c2ccccc2)nnc1-c1cccs1
 : -1%, -5.5%, x, x, 5%, 0.0%, 1.1, -3%, 3%, -4%
COc1ccc(-c2nc(S(=O)(=O)c3ccc(C)cc3)c(N3CCCC3)o2)cc1
 : 4%, -3.9%, 4, 723, -53%, -0.1%, 1.1, 2%, -31%, 11%
CCOc1ncccc1C(=O)Nc1nc(SC)ns1
 : 7%, -6.0%, 9, 707, -4%, -1.2%, 1.1, 8%, -7%, 5%
Cc1ccc(N=c2oc3cc(O)ccc3cc2C(N)=O)cc1
 : 8%, -7.1%, x, x, 10%, -0.2%, 1, -2%, 11%, -104%
CSc1nc(C)cc(OCCNS(=O)(=O)c2cc(C)ccc2C)n1
 : 1%, -1.3%, -12, 675, 5%, 7.9%, 1, -3%, 7%, -3%
O=C(CCNS(=O)(=O)c1cccc2nsnc12)Nc1ccc2c(c1)OCCO2
 : 4%, -7.9%, 4, 762, 3%, 0.0%, 1.1, -2%, 5%, 10%
COc1ccccc1NC(=O)Nc1ccccc1C(=O)NCCCN1CCOCC1
 : -5%, x, -9, 694, x, -0.1%, x, -3%, x, -5%
COc1ccc(C2(CNC(=O)c3cccc([N+](=O)[O-])c3)CCOCC2)cc1OC
 : 9%, -61%, 1, 630, 2%, 3.2%[50 µM], 1, 1%, 12%, -4%
CC1CCc2cc(F)cc3c(O)c(C(=O)NCc4ccco4)c(=O)n1c23 (stereo not given)
 : 2%, -5.8%, x, x, -14%, 2.0%, 1, 1%, -9%, 3%
Cc1n[nH]c(C)c1CCCOc1ccccc1
 : 11%, -2.9%, 2, 766, -8%, -0.1%, 1, -1%, -7%, 2%

# Gathered by group: the compounds so far containing a nitro group on carbon.
# The line under a structure holds: P. falciparum M1AAP, XIAP displacement, Lipid droplet, Lipid droplet cells 6.5 µM, PMI inhibition, K1F lysis inhibition, TNAP activation fold, Siah-1 displacement, PMI inhibitors, M17LAP inhibition
CCOC(=O)CC1ON(C)C(=O)N1c1ccc([N+](=O)[O-])cc1 (stereo not given)
 : -2%, -4.0%, 7, 703, 8%, 0.5%, 1, -4%, 11%, 11%
COc1ccc(C2(CNC(=O)c3cccc([N+](=O)[O-])c3)CCOCC2)cc1OC
 : 9%, -61%, 1, 630, 2%, 3.2%[50 µM], 1, 1%, 12%, -4%

# Next section
# The line under a structure holds: P. falciparum M1AAP, XIAP displacement, Lipid droplet, Lipid droplet cells 6.5 µM, PMI inhibition, K1F lysis inhibition, TNAP activation fold, Siah-1 displacement, PMI inhibitors, M17LAP inhibition
O=C(CNC(=O)c1ccccc1)OCC(=O)N1c2ccccc2Sc2ccccc21
 : 1%, -8.8%, 8, 589, -6%, 3.2%[50 µM], 1, -2%, -4%, 4%
Cc1cccc(N2CCN(C(=O)CN3C(=O)NC(C)(C)C3=O)CC2)c1C
 : 8%, x, 12, 711, x, 0.5%[50 µM], x, 12%, x, 1%
Cc1ccc(C(=O)N2CC3(C)CN(C(=O)c4ccc(C)cc4)CC(C)(C2)C3=O)cc1
 : 4%, -9.4%, 0, 607, 12%, 0.3%, 1.2, -1%, 22%, 13%
O=NC1=C(c2c(O)[nH]c3ccccc23)CCCC1
 : 7%, -25%, 2, 740, 16%, 3.2%, 1, -4%, 22%, 0%
CN(c1ccccc1)S(=O)(=O)c1ccc(NC(=O)c2ccco2)cc1
 : 3%, 1.0%, -5, 672, 14%, 0.8%, 1.1, -2%, 16%, 0%
COc1ccc(-c2noc(-c3ccccc3-c3ccccc3)n2)cc1
 : -1%, -9.1%, x, x, 8%, 0.1%, 1.1, 5%, 14%, -8%
CCOc1ccc(/C=N/OCC(=O)Nc2ccc3c(c2)OCO3)cc1
 : -2%, -2.3%, 1, 708, 5%, -0.3%, 1.2, 7%, 1%, -2%
CC1(O)C(=O)c2ccccc2N(c2ccccc2)C1=O (stereo not given)
 : -2%, -4.6%, 32, 701, -5%, -2.2%, 1.1, 10%, -6%, -10%
CCc1cccc(C)c1NC(=S)N(Cc1cccnc1)Cc1ccco1
 : 0%, -3.9%, 0, 666, 2%, 1.6%[50 µM], 1.2, -4%, 5%, 6%
N/C(=N\OC(=O)COc1ccc(Cl)cc1Cl)c1cccnc1
 : 2%, -3.4%, -7, 666, 13%, 3.0%, 1.1, 21%, 5%, 13%
O=C(c1ccc(Cl)cc1)c1ccc(OCC(O)CN2CCCCC2)cc1 (stereo not given)
 : 7%, -0.8%, 1, 767, 5%, -0.9%, 1, -4%, 8%, 0%
Cc1ccccc1NC(=O)CSc1ccc(-c2ccco2)nn1
 : 5%, -5.3%, 1, 664, -3%, 0.1%, 1.1, 22%, 3%, 13%
CCCNC(=O)CSc1nc2ccc(OCC)cc2s1
 : 2%, 1.0%, 2, 695, -1%, -0.9%, 1, -5%, -4%, 4%
CCOc1ccc(NC(=O)c2cnc3scc(C)n3c2=O)cc1
 : x, -3.8%, -4, 605, 11%, -1.1%, 1.1, 2%, 13%, x
COc1ccc(C(=O)CCC(=O)O)c(C)c1
 : 5%, -4.2%, 6, 799, 7%, 5.0%, 1.1, 1%, 6%, 7%
CCOC(=O)/C(=N\Nc1cccc(C(F)(F)F)c1)N(CCOC)CCOC
 : 3%, -5.5%, -13, 785, -55%, 2.1%, 1, 0%, -27%, 33%
O=C(/C=C/c1ccccc1)C1=C(O)C(=O)N(CCO)C1c1cccc([N+](=O)[O-])c1 (stereo not given)
 : 12%, x, 0, 711, x, x, x, 2%, x, 29%
O=S(=O)(Nc1ccc2c(c1)nc1n2CCN(Cc2ccccc2)C1)c1ccc(Cl)cc1
 : -1%, -16%, x, x, -120%, 0.3%, 1.1, 4%, -63%, 10%
CCN1CN=C(NS(=O)(=O)c2ccc(C)cc2)NC1
 : -2%, -5.1%, 1, 779, 2%, 0.3%, 1.1, 3%, 6%, -2%
CCOCC(=O)Nc1ccc(C)c(Cl)c1
 : -1%, -1.4%, 12, 714, 5%, -0.3%, 1.2, 3%, 2%, 14%
COc1ccc(OC)c(C2=Nn3c(nnc3-c3ccco3)SC2)c1
 : 7%, -5.8%, x, x, 5%, -0.1%, 1.1, 0%, -5%, 1%
Cc1ccc(NC(=O)/C(C#N)=C/c2ccsc2)c(C)c1
 : 4%, -3.3%, 20, 655, 8%, 0.2%, 1, 0%, -4%, 4%
CCOC(=O)c1csc(NC(=O)Nc2cccc(Cl)c2)n1
 : 9%, -10%, -13, 682, -4%, 2.3%, 0.9, 31%, -10%, -9%
CC(CN1CCCCC1)C(=O)NN (stereo not given)
 : 1%, -2.5%, -2, 707, 4%, 0.2%, 1.1, 10%, -3%, 0%
